VP16 counter: inhibits Gal4-VP16 luciferase reporter, ROR gamma counter-screen; Drosophila S2 Gal4-VP16 UAS-luciferase, luminescence, 20 h; Potency, µM (top dose mostly 53.6 µM), for inactives: at the top dose activity, negative = inhibition, actives largely listed as inhibitors; actives 3.5% (n = 310,000);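 note: Gal4-VP16 expression switched on by copper sulfate through the metallothionein promoter; potency is the fitted concentration of half-maximal effect; % is set by controls: 0 for no effect and ±100 for the full control effect; nearly all actives have a fitted effect of over 50% in size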
Menin-MLL TR inh: displaces Texas Red mutant MLL peptide from human menin | Potency, µM (highest dose often 61.6 µM), for inactives: top-dose FP activity change, negative = inhibition, actives largely listed as inhibitors | AID 1768 | Menin + Texas Red MLL mutant peptide, fluorescence polarization | actives 0.23% (n = 270,000); active = well fitted inhibition curve with a large enough effect in the polarisation, with a control signal flat, not every such curve was filed as active; inconclusive = small, poorly fitted or top-dose-only effect, or effect the other way, or a change in a side signal; inactive = no such curve, though single readings can be large or run the other way; the % refers to the polarisation; note: potency is the fitted concentration of half-maximal effect; % of control where 0% means no effect; many of its hits are not listed in these tables
PKM2 activator: activators of human pyruvate kinase M2. P14618. purified PKM2, Kinase-Glo ATP luminescence, activation; response scale: 0% is enzyme alone, no compound. Potency, µM (doses to about 57.5 µM), for inactives: top-dose activation, hits mostly activators. actives 0.34% (n = 260,000); note: potency is the fitted concentration of half-maximal effect; % is set by controls: 0 for no effect and ±100 for the full control effect; nearly all actives have a fitted effect of over 55% in size
Target sequence (P14618 whole entry, looked up): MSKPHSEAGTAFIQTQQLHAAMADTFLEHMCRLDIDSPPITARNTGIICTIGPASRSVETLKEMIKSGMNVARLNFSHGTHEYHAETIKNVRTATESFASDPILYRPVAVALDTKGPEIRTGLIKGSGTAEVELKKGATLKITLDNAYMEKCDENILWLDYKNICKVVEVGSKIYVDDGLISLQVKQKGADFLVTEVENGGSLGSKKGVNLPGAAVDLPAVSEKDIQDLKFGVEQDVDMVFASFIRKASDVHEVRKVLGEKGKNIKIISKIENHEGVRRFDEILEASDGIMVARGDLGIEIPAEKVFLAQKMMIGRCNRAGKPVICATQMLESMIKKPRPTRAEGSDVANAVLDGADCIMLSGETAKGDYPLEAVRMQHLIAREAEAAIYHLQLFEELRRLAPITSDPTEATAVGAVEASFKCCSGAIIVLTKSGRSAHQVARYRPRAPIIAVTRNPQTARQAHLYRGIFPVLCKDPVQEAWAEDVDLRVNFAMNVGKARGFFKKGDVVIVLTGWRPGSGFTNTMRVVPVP
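hPK-M2, >95% pure; 0.1 mM ADP / 0.5 mM PEP final; imidazole pH7.2 buffer w/ 7 mM MgCl2, 50 mM KCl; 1 h RT; Kinase-Glo lum. Intermediate enzyme activity for dual inhibitor/activator qHTS.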
RORgamma inh: inhibitors of mouse ROR gamma transcriptional activity | P51450 | Drosophila S2 Gal4-RORgamma UAS-luciferase reporter, 20 h | Potency, µM (series often up to 53.6 µM), for inactives: at the top dose activity change, negative = inhibition, usual class: inhibitors | actives 5.4% (n = 310,000); note: potency is the fitted concentration of half-maximal effect; % is set by controls: 0 for no effect and ±100 for the full control effect; nearly all actives have a fitted effect of over 60% in size
Target sequence (P51450 whole entry, looked up, the tested form may be a part): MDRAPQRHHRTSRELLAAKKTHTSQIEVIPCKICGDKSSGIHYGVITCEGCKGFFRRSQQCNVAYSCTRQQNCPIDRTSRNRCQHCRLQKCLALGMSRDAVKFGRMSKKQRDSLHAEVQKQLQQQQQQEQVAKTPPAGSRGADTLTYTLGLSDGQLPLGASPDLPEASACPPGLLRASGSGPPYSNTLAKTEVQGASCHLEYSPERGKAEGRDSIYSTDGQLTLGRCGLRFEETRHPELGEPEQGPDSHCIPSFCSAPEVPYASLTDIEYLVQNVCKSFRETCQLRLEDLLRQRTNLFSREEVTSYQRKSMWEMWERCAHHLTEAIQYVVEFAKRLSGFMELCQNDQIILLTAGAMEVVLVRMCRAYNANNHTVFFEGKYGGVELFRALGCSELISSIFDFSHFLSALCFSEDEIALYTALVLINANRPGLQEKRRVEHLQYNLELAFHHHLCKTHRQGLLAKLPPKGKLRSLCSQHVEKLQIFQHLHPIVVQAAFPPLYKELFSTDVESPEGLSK
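Drosophila Schneider cells stably carrying a metallothionein-driven Gal4 DBD–ROR gamma fusion and a UAS-Photinus luciferase reporter were exposed to compound for 1 hr, then induced with copper sulfate (700 uM final) for 20 hr at ambient temperature before luminescence reading.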
NPC1 promoter act: activates the NPC1 promoter | Potency, µM (titrated, usually from 9.22 µM), inactives show at the top dose activation, usual class: activators | Huh7 NPC1 promoter luciferase reporter, 24 h | actives 2.4% (n = 320,000) | AID 485313;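 note: potency is the fitted concentration of half-maximal effect; % of control where 0% means no effect; nearly all actives have a fitted effect of over 60% in size; reporter is driven by a mutant NPC1 promoter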
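Stably transfected Huh7 (NPC1 promoter→luciferase), 1500 cells/well in Opti-MEM + 10% FBS, 2 h settle, then compound 24 h at 37 °C. Luminescence after 10 min with Amplite reagent.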
ELG1 genotoxic: inducers of genotoxicity in HEK293T ELG1-luciferase cells | HEK293T ELG1-luciferase reporter, luminescence, 16 h | Potency, µM (titrated, usually from 46 µM), inactives show at the top dose activity change, positive = activation, actives largely listed as activators | actives 1.3% (n = 330,000) | AID 504466; note: potency is the fitted concentration of half-maximal effect; % of control where 0% means no effect; nearly all actives have a fitted effect of over 60% in size
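Quantitative HTS format in 1536-well plates. HEK293T ELG1-luciferase reporter cells receive test compound and are incubated 16 hr at 37 °C, 5% CO2; ONE-Glo added, 30 min room temperature, then luminescence read.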
FLuc counter: firefly luciferase modulation, counter-screen for miR-21 project. P08659. purified FLuc, Km substrates, luminescence inhibition. Potency, µM (series often up to 57.5 µM), for inactives: at the top dose activity change, negative = inhibition, hits mostly inhibitors. actives 6.9% (n = 360,000). AID 588342;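 note: potency is the fitted concentration of half-maximal effect; plate controls were vehicle for no effect and reference inhibitor for full effect; nearly all actives have a fitted effect of over 55% in size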
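Purified P. pyralis luciferase (10nM final) with 10uM D-luciferin and 10uM ATP (Km levels) in 50mM Tris acetate pH 7.5, 10mM Mg acetate, 0.01% Tween-20, 0.05% BSA; qHTS 6-point titration, ~60 µM downward; luminescence read.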
Rab9 prom act: Rab9 promoter activation; Huh7 Rab9 promoter-luciferase reporter, luminescence, 24 h; Potency, µM (top dose mostly 9.22 µM), inactives show top-dose activation, negative = inhibition, most hits filed as activators; actives 2.8% (n = 320,000); note: potency is the fitted concentration of half-maximal effect; % of control where 0% means no effect; nearly all actives have a fitted effect of over 60% in size
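Using Huh7 cells stably transfected with Rab9 promoter–luciferase, compounds were incubated 24 h at 37 °C, 5% CO2; luciferase luminescence was read 10 min after reagent addition.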
Giardia killer: Giardia lamblia killing; Giardia lamblia trophozoite viability; activity change, % at 7.66 µM, hits read low; actives 0.15% (n = 340,000); AID 540267; in the data active = activity change below about -80%; inconclusive = between about -30% and that limit;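 note: parasites exposed to compound for two days anaerobically before the ATP read; % is set by controls: 0 for no effect and ±100 for the full control effect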
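Anaerobic 48 hrs incubation at 37 deg C of 100 trophozoites/well with test compounds; ATPLite 1-Step luminescence, 15-30 min RT, reports cellular ATP as viability.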
BRCA1 expr up: activators of BRCA1 expression; actives 1.1% (n = 380,000); MCF7-BRCA1-FFLuc reporter, luminescence, 48 h; response scale: scaled: vehicle 0%, 10 µM genistein 100%; AID 624202; Potency, µM (top dose mostly 46.1 µM), without a hit: at the highest dose activation, actives largely listed as activators; note: potency is the fitted concentration of half-maximal effect; nearly all actives have a fitted effect of over 80% in size; some results filed as inactive show a strong effect at the top dose
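MCF7-BRCA1-FFLuc, 2000 cells/well; 2 h attach, 37 °C/5% CO2; compound 48 h; luciferase substrate 15 min; luminescence end-point. Norm. to genistein 10 microM max activation and DMSO; concentration-response curves fitted.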
p53 reactivation: re-activators of mutant p53; H1299 p53-A138V BP100-luciferase reporter, luminescence, 24 h; actives 0.063% (n = 320,000); AID 504706; Potency, µM (titrated, usually from 92.2 µM), without a hit: at the top dose activity change, positive = activation, most hits filed as activators; note: potency is the fitted concentration of half-maximal effect; % of control where 0% means no effect; nearly all actives have a fitted effect of over 45% in size
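p53-null H1299 cells stably carrying temperature-sensitive p53-A138V and a BP100-luciferase reporter were pinned with compounds (4-point, 1:5 series) and held 24 hrs at 37 deg C. Luminescence was read 10 min after detection reagent.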
* hit, by the source's call; ? = inconclusive; · = no result given; & = joins results of further samples; [ ] = another dose, or the depositor's remark. Unless noted, calls come from the whole dose curve; as a rule, active = well fitted curve in the direction sought with a large enough effect; inconclusive = small, poorly fitted or top-dose-only effect, or another doubt; inactive = no such curve, though single readings can be large; an effect the other way counts as inactive or inconclusive.

Sample of the layout (two entries):
SMILES	VP16 counter	Menin-MLL TR inh	PKM2 activator	RORgamma inh	NPC1 promoter act	ELG1 genotoxic	FLuc counter	Rab9 prom act	Giardia killer	BRCA1 expr up	p53 reactivation
Cc1nnc(C)n1/N=C/c1cccc([N+](=O)[O-])c1	20%	2%	3%	-7%	-8%	3%	-2%	-1%	7	-4%	0%
CC(NC(=O)c1ccc(OC2CCN(C(=O)c3cccnc3)CC2)cc1)C1CC1 (configuration not stated)	-1%	14%	-1%	10%	-1%	-1%	-1%	0%	-13	24%	-1%

The whole of this part, repeating the preview:
SMILES	VP16 counter	Menin-MLL TR inh	PKM2 activator	RORgamma inh	NPC1 promoter act	ELG1 genotoxic	FLuc counter	Rab9 prom act	Giardia killer	BRCA1 expr up	p53 reactivation
Cc1nnc(C)n1/N=C/c1cccc([N+](=O)[O-])c1	20%	2%	3%	-7%	-8%	3%	-2%	-1%	7	-4%	0%
CC(NC(=O)c1ccc(OC2CCN(C(=O)c3cccnc3)CC2)cc1)C1CC1 (configuration not stated)	-1%	14%	-1%	10%	-1%	-1%	-1%	0%	-13	24%	-1%
Cc1cc(C(=O)COC(=O)c2ccc(NC(=O)CC#N)cc2)c(C)n1C1CC1	·	·	·	·	?	18%	13µM*	4µM*	15	4.5µM*	21%
Cc1ccsc1/C=C/c1ccc2ccccc2n1	?	1%	-25%	10µM*	2µM*	?	1.7µM*	2.2µM*	-22	16%	13%
Cc1ccc(/C=C/C(=O)OCC(=O)NCCN2C(=O)CSC2=O)o1	17%	6%	6%	-3%	-3%	0%	2%	12%	-6	26%	26%
O=C(O)c1nn(-c2ccccc2)ccc1=O	-5%	-22%	0%	-2%	1%	2%	0%	3%	7	0%	26%
COc1ccc(NC2CCCN(C(=O)c3ccncc3)C2)cc1 (configuration not stated)	1%	-18%	-1%	-21%	-2%	0%	1%	-3%	15	-13%	9%
Cc1c(Cl)cccc1NC(=S)NN1CCOCC1	?	10%	0%	10µM*	-1%	-1%	-1%	6%	14	-31%	-1%
CN1CCC(NCCC(c2ccc(F)cc2)c2ccc(Cl)cc2)CC1 (configuration not stated)	?	?	·	?	-1%	-11%	1%	-15%	2	-37%	-20%
O=C1CCC(C(=O)Nc2ccccc2)N1 (configuration not stated)	0%	16%	-6%	-17%	-7%	1%	1%	2%	2	-1%	21%
C=CCN(CC(=O)NC1CCS(=O)(=O)C1)S(=O)(=O)c1ccccc1C(F)(F)F (configuration not stated)	-2%	0%	0%	13%	-7%	-2%	-1%	-2%	-4	0%	1%
COc1ccc(C(=O)NCCCNC(=O)c2ccccn2)cc1	-9%	8%	-6%	4%	1%	2%	2%	0%	-18	-12%	2%
Clc1ccc(C2[C@H]3CN(Cc4ccc(-c5ccccc5)cc4)[C@H](c4ccccc4)C34CC2(c2cccnc2)C4)cn1 (some centres not stated)	2%&5%	8%	-4%&2%	-16%&-10%	-9%	0%	-3%	-9%	·	·	-1%
CCc1c(C)sc(NC(NC(C)=O)(C(=O)OC)C(F)(F)F)c1C#N (configuration not stated)	7%	-1%	2%	8%	-4%	0%	5%	-1%	3	0%	8%
O=C(NC1CC1)C1CCN(C2CCN(C(=O)c3ccc4cccc(F)c4n3)CC2)CC1	6%	9%	0%	2%	-5%	3%	0%	-8%	1	-12%	3%
Cc1ccc(-c2csc(N(Cc3ccco3)C(=O)c3cccs3)n2)cc1	1%	-9%	-4%	27%	-3%	18%	?	8%	-3	21%	14%
O=C(COC(=O)C1=COCCO1)NC1CCCCCCC1	-8%	-19%	-1%	32%	1%	7%	-3%	3%	35[activator]	10%	13%
CCN(C(=O)[C@@H]1CCCN1C(=O)c1cccs1)c1nc2cc(Cl)ccc2s1	1%	-1%	9%	?	0%	0%	?	13%	29	5%	13%
COc1ccc(NC(=S)NC2CC3CCC(C2)N3Cc2ccco2)cc1 (configuration not stated)	-6%	27%	8%	-5%	-5%	-1%	4%	2%	-3	-8%	-1%
COc1ccccc1N(C(=O)c1ccco1)C(C(=O)NC1CCCC1)c1cccnc1 (configuration not stated)	7%	-6%	-5%	12%	0%	-6%	1%	0%	17	-20%	1%
Cc1ccc(-c2nc3sc(C#N)c(N)n3c(=O)c2C#N)cc1	7%	8%	3%	5%	11%	11%	-15%	25%	-6	-10%	8%
O=C(CSc1nnc(-c2ccco2)o1)Nc1c(F)cccc1F	·	·	·	·	-2%	-2%	-2%	0%	-9	10%	?
CCN(CC)C(=O)Cn1c(C)c(/C=C/c2cc[n+](C)cc2)c2ccccc21	-10%	-6%	0%	17%	1%	-1%	-1%	1%	7	-26%	·
N#CCC(=N)N1CCN(c2ccc(Cl)cc2)CC1	-2%	28%	-10%	19%	-6%	-1%	5%	3%	-19	-17%	-7%
COCCNC(=S)NCCCNc1nc2cc3c(cc2cc1C#N)OCO3	6%[0.365 µM]	-17%	-11%	?	11%	-12%	-9%	-1%	-16	-6%	-12%
CCOc1ccc2nc(SCC(=O)N3CCN(C(=O)c4ccco4)CC3)sc2c1	6%	·	-5%	44%	0%	-9%	17µM*	-6%	-2	-1%	-2%
Cc1ccccc1N(CC(=O)NC1CCCCC1)C(=O)CCCC(=O)Nc1ccccn1	14%	-24%	-9%	16%	-1%	-1%	1%	-8%	-24	-33%	4%
O=C(NC1CCN(S(=O)(=O)c2ccccc2F)CC1)c1ccco1	2%	11%	2%	-28%	0%	1%	-1%	-6%	16	-9%	5%
O=C(c1cccc(C(=O)N2CCN(c3ccccc3F)CC2)n1)N1CCN(c2ccccc2F)CC1	4%	-3%	0%	?	-1%	-4%	0%	-7%	3	-3%	-2%
S=C(NC1CCCC1)N1CCN(c2ncccn2)CC1	10%[10 µM]	-1%	-5%	1%	-7%	3%	0%	-3%[1.84 µM]	-23	1%	-3%
CCOC(=O)c1c(CC(C)C)csc1NC(=O)COC(=O)c1ccc(O)cc1	·	·	·	·	-1%	-20%	4%	1%	0	-57%	0%
Cc1ccccc1CS(=O)(=O)c1nnc([C@H](CC(C)C)NC(=O)OC(C)(C)C)o1	4.5µM*	?	?	7.1µM*	-28%	10%	-17%	-2%	17	-6%	-60%[inhibitor]
Cn1c(O)c(/C=N/NC(=O)c2cc3ccccc3cc2O)c2ccccc21	?	?	·	7.9µM*	?	?	17µM*	3.5µM*	-9	-40%	?
CC(=O)NC(Cc1c[nH]c2ccccc12)C(=O)NCCc1ccccn1 (configuration not stated)	-3%	-14%	1%	-41%	0%	1%	0%	6%	-12	-4%	1%
COc1ccc([C@@H]2CC=C(C(=O)O)[C@H](c3ccc(Cl)cc3)N2S(=O)(=O)c2ccc(C)cc2)cc1OC	·	·	·	·	-2%	0%	4%	-3%	?	22%	11%
O=C(NCc1ccc(F)cc1)c1ccc(N2CCc3ccccc32)c([N+](=O)[O-])c1	?	13%	-4%	30%	-1%	-2%	0%	-5%	?	-31%	8%
COC(=O)c1ccccc1OCCCOc1ccc(C)cc1OC	-7%	0%	-2%	2%	0%	14%	?	-16%	·	·	?
CCCCn1c(=O)c2c(c3ccccc31)OCC(=O)N2	5%	3%	2%	-27%	-3%	3%	1%	-2%	·	·	-6%
CC(=O)c1ccc(N2CCN(C(=S)Nc3ccc(Cl)c(Cl)c3)CC2)cc1	-5%	17%	-3%	-45%	4%	0%	4%	-10%	11	-3%	6%
Cc1cccc(NC(=O)N2CCCC(CNC(=O)c3ccccc3Cl)C2)c1C (configuration not stated)	0%	-5%	·	18%	-49%[inhibitor]	-1%[9.26 µM]	1%	4%	5	8%	2%
CCOc1ccc(N2CC(C(=O)NCc3ccccn3)CC2=O)cc1 (configuration not stated)	1%	-22%	-8%	-1%	-2%	4%	-2%	-5%	4	0%	3%
CCOC(=O)N1CCN(CC(=O)Nc2ccc(C)cc2)CC1	-3%	11%	-1%	-1%	·	·	2%	·	23	4%	·
CC(C)CC(=O)NS(=O)(=O)c1ccc(NS(C)(=O)=O)cc1	-1%	-1%	-2%	2%	-3%	0%	?	-1%	-1	-6%	0%
CC(=O)N1c2ccccc2C2(C)C(C1(C)C)C2(Cl)Cl (configuration not stated)	9%	?	7%	-19%	-7%	-3%	-1%	0%	2	-1%	-9%
CCN(CC)S(=O)(=O)c1ccc(N2CCOCC2)c(NC(=O)CNCCc2ccccc2)c1	-4%	·	3%	18%	3%	-4%	-3%	1%	-3	-5%	0%
Cc1cccn2c(=O)nc(SCC(=O)NCc3ccc(F)cc3)nc12	·	·	·	·	2%	-1%	0%	-8%	7	-17%	-4%
O=C(CSc1nc(=O)n(CCCN2CCOCC2)c2c1CCCC2)Nc1cccc(Cl)c1	·	·	·	·	-4%	2%	11%	0%	-13	-1%	-7%

Screening results from PubChem BioAssay.

These rows are one share of the data; the hit share may differ from the screen's.
